Rac1 mut GTP = modulators of GTP binding to human Rac1 activated mutant. GST-Rac1 activated beads, fluorescent GTP binding, flow cytometry; actives lie on both sides; 100% means binding = to untreated wells. P63000. percent activity (GTP binding), % at 10 µM. AID 764. 190,000 tested, 0.11% active;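 active means GTP binding at least 20 percentage points away from the 100% baseline, in either direction, so actives lie on both sides; inconclusive means Compound likely fluorescent itself, or too few beads counted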
Avidin bead fluor = compound fluoresces at 488/530 nm on avidin beads; compound fluorescence 488/530 nm, flow cytometry; stronger effect = higher value; 220,000 tested, 0.38% active; fluorescence (KMESF) at 10 µM; in the data active means fluorescence above about 47; further: inactives centre near 10
Rab2A wt mod = changes GTP binding to wildtype dog Rab2A, up or down. P61105. GST-Rab2 wt beads, Bodipy-GTP binding, flow cytometry. GTP binding activity, % at 10 µM. 190,000 tested, 0.19% active;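 active means GTP binding activity at least 20 points away from 100%, either lowered or raised; inconclusive means signal likely due to the compound's own green fluorescence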;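 further: 0% = beads with excess unlabeled GTP and 100% = no-compound control corrected for plate trend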
GSH bead fluor = GSH bead compound fluorescence profile; GSH beads flow cytometry, compound fluorescence 488/530 nm; stronger effect = higher value; fluorescence (KMESF) at 10 µM; 190,000 tested, 0.25% active; AID 1776; in the data active means fluorescence above about 89;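 further: glutathione beads carrying GST-tagged Bcl family fusion proteins plus one bare bead set; values are compound well signal with DMSO vehicle wells as background; inactives centre near 16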
Cdc42 wt GTP = human Cdc42 wildtype GTP binding change, either direction; P60953; GST-Cdc42 beads, Bodipy-GTP binding, flow cytometry; actives lie on both sides; percent activity (GTP binding), % at 10 µM; 190,000 tested, 0.2% active; AID 761;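 active means percent activity GTP binding at least 20 points away from the 100% baseline, either down as inhibitor or up as activator; inconclusive means compound flagged as likely green fluorescent from well-wide comparison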;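 further: median bead fluorescence of bound Bodipy-FL-GTP at 100 nM; 0% = excess unlabeled GTP control and 100% = no compound control; below 100% means less GTP binding so inhibitor and above means activator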
Target sequence (P60953 whole entry, looked up): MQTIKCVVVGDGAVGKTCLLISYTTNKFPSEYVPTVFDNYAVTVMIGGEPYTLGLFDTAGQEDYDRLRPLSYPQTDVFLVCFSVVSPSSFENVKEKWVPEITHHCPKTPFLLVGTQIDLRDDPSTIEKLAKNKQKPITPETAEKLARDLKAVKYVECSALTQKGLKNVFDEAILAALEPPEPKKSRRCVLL
Mcl1-Bid inh = Mcl-1/Bid interaction inhibition; Q07820; TR-FRET Mcl-1/Bid-Dy647 peptide binding, 1536-well; inhibition, % at 21.7 µM; 220,000 tested, 0.97% active; AID 1021;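 active means compounds that cut the binding signal by more than half at the single screening dose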;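 further: His-tagged Mcl-1 with europium anti-His antibody binding Bid BH3 peptide; 0% = Mcl-1 plus peptide wells and 100% = peptide-only wells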
Target sequence (Q07820 whole entry, looked up): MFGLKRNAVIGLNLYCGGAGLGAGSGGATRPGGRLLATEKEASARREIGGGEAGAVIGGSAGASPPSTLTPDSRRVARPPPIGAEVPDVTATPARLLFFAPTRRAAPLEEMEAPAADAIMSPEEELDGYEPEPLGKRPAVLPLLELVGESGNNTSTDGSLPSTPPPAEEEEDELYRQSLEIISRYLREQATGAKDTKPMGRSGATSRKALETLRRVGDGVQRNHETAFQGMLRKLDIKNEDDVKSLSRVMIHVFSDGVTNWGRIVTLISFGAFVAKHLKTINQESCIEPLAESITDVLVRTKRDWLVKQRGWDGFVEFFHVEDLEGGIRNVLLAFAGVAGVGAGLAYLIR
Rab7 wt GTP bind = dog Rab7 wildtype GTP binding, inhibitors and activators; GST-Rab7 beads, fluorescent GTP binding, flow cytometry; actives lie on both sides; untreated = 100%, excess cold GTP = 0%; GTP binding activity (percent of control), % at 10 µM; 190,000 tested, 0.055% active; AID 758;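 active means fluorescent GTP binding to Rab7 beads changed by at least 20 points from the 100% baseline, either direction, mostly lower; inconclusive means compound itself probably fluorescent, or too few beads counted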;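 further: median green fluorescence of bound Bodipy-FL-GTP per Rab7 bead population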
Pf gametocyte = inhibitors of late stage P. falciparum gametocyte viability | P. falciparum stage V gametocytes, ATP luminescence, 24 h | 150,000 tested, 0.065% active | inhibition, % at 10.9 µM | AID 743093;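 active means inhibition above the mean plus 3 SD of compounds within the control limits, set per campaign, cut at about 38% in these data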;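 further: 0% = DMSO wells and 100% = medium only without gametocytes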
Mcl1 Noxa PPI = Mcl-1/Noxa interaction inhibition | Q07820 | TR-FRET Mcl-1/Noxa peptide binding, 2 h | inhibition, % at 21.7 µM | 220,000 tested, 1.5% active | AID 1022;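 active means compounds that cut the protein-peptide binding signal by more than 50% relative to plate controls in a single-dose test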;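 further: His-tagged Mcl-1 with rhodamine Noxa BH3 peptide and terbium anti-His antibody; 0% = Mcl-1 plus Noxa peptide wells and 100% = peptide-only wells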
HRas wt GTP bind = changes GTP binding to wildtype human HRas. GTP binding activity, % at 10 µM. P01112. GST-Ras wt beads, Bodipy-FL-GTP binding, flow cytometry; actives lie on both sides. 190,000 tested, 0.14% active;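 active means GTP binding activity at least 20% away from the 100% baseline, either lowered as inhibitor or raised as activator; inconclusive means flagged as likely green fluorescent, judged across all proteins in the well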;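 further: 0% = unlabeled GTP competition control and 100% = no-compound control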
Target sequence (P01112 whole entry, looked up): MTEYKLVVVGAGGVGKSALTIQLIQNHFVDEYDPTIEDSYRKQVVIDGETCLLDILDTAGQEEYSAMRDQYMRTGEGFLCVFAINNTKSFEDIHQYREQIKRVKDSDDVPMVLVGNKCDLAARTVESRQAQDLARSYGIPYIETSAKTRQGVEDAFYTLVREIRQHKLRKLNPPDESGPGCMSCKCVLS
Rac1 wt modul = human Rac1 wildtype GTP binding, inhibitors and activators. P63000. GST-Rac1 beads, fluorescent GTP binding, flow cytometry; actives lie on both sides; 0 = cold GTP competed, 100 = untreated. GTP binding activity (% of control), % at 10 µM. 190,000 tested, 0.27% active;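 active means GTP binding activity at least 20 points away from the 100% control level, either lower or higher; inconclusive means compound flagged as likely green fluorescent, judged across all proteins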
An asterisk follows results filed as active; ? = inconclusive; / = no result given. No enrichment for hits; about 3% have a hit in one of these screens.

The opening 4 compounds, to show the layout:
Keys – A = Rac1 mut GTP; B = Avidin bead fluor; C = Rab2A wt mod; D = GSH bead fluor; E = Cdc42 wt GTP; F = Mcl1-Bid inh; G = Rab7 wt GTP bind; H = Pf gametocyte; I = Mcl1 Noxa PPI; J = HRas wt GTP bind; K = Rac1 wt modul
CCn1nc(C(=O)O)c(=O)c2cc3c(cc21)OCO3
  A: 97.0 | B: 8 | C: 99.0 | D: 18 | E: 100.0 | F: 9.5 | G: 102.0 | H: / | I: 0.8 | J: 97.0 | K: 102.0

Cc1ccc(NC(=O)CN(C)Cc2ccc(F)cc2)c([N+](=O)[O-])c1
  A: 97.0 | B: 7 | C: 101.0 | D: 11 | E: 99.0 | F: -34.7 | G: 100.0 | H: / | I: -0.6 | J: 100.0 | K: 99.0

CCc1ccc2nc(NC(=O)Cn3cnc4ccccc4c3=O)sc2c1
  A: 97.0 | B: 20 | C: 103.0 | D: 11 | E: 102.0 | F: -6.1 | G: 109.0 | H: 37.6 | I: 17.5 | J: 103.0 | K: 103.0

Cc1ccccc1-n1c(SCC(=O)N2CCOCC2)nc(O)cc1=O
  A: 101.0 | B: 11 | C: 106.0 | D: 16 | E: 106.0 | F: -41.4 | G: 101.0 | H: / | I: 7.8 | J: 106.0 | K: 102.0

The whole of this part, from the start:
Keys – A = Rac1 mut GTP; B = Avidin bead fluor; C = Rab2A wt mod; D = GSH bead fluor; E = Cdc42 wt GTP; F = Mcl1-Bid inh; G = Rab7 wt GTP bind; H = Pf gametocyte; I = Mcl1 Noxa PPI; J = HRas wt GTP bind; K = Rac1 wt modul
CCn1nc(C(=O)O)c(=O)c2cc3c(cc21)OCO3
  A: 97.0 | B: 8 | C: 99.0 | D: 18 | E: 100.0 | F: 9.5 | G: 102.0 | H: / | I: 0.8 | J: 97.0 | K: 102.0

Cc1ccc(NC(=O)CN(C)Cc2ccc(F)cc2)c([N+](=O)[O-])c1
  A: 97.0 | B: 7 | C: 101.0 | D: 11 | E: 99.0 | F: -34.7 | G: 100.0 | H: / | I: -0.6 | J: 100.0 | K: 99.0

CCc1ccc2nc(NC(=O)Cn3cnc4ccccc4c3=O)sc2c1
  A: 97.0 | B: 20 | C: 103.0 | D: 11 | E: 102.0 | F: -6.1 | G: 109.0 | H: 37.6 | I: 17.5 | J: 103.0 | K: 103.0

Cc1ccccc1-n1c(SCC(=O)N2CCOCC2)nc(O)cc1=O
  A: 101.0 | B: 11 | C: 106.0 | D: 16 | E: 106.0 | F: -41.4 | G: 101.0 | H: / | I: 7.8 | J: 106.0 | K: 102.0

Cc1cc(C)nc(-n2nc(C)c(Sc3ccc(F)cc3)c2N)n1
  A: 101.0 | B: 24 | C: 101.0 | D: 18 | E: 102.0 | F: -9.4 | G: 100.0 | H: / | I: 14.0 | J: 102.0 | K: 103.0

Cc1cc(C(F)(F)F)nc(NCc2ccc(F)cc2)n1
  A: 103.0 | B: 12 | C: 107.0 | D: 23 | E: 108.0 | F: -7.7 | G: 102.0 | H: / | I: -2.1 | J: 107.0 | K: 104.0

COc1ccc(C(=O)NCc2nnc(SCC(=O)N3CCC(C)CC3)o2)cc1
  A: 98.0 | B: 26 | C: 97.0 | D: 60 | E: 97.0 | F: -9.7 | G: 95.0 | H: / | I: 16.7 | J: 99.0 | K: 99.0

Cc1sc2nc(-c3ccncc3)[nH]c(=O)c2c1-c1ccccc1
  A: ? | B: 4 | C: ? | D: 11 | E: ? | F: 0.7 | G: ? | H: / | I: 15.0 | J: ? | K: ?

O=C(NCCCN1CCOCC1)c1ccc(Br)cc1
  A: 97.0 | B: 19 | C: 95.0 | D: 10 | E: 98.0 | F: -28.6 | G: 92.0 | H: -18.5 | I: -10.1 | J: 97.0 | K: 98.0

COC(=O)c1sc2nc(-c3ccccc3)nc(N3CCN(C)CC3)c2c1C
  A: 102.0 | B: 39 | C: 102.0 | D: 14 | E: 104.0 | F: 0.8 | G: 103.0 | H: -19.6 | I: 39.6 | J: 102.0 | K: 103.0

N#C/C(=C(/O)CN1CCCCC1)c1nc(-c2ccc(Cl)cc2)cs1
  A: 97.0 | B: / | C: 103.0 | D: 14 | E: 101.0 | F: -77.4 | G: 104.0 | H: 11.6 | I: -0.8 | J: 101.0 | K: 100.0

O=[N+]([O-])c1c(NCCCO)cc(Sc2ccc(Cl)cc2)c2nonc12
  A: 82.0 | B: 9 | C: 93.0 | D: 7 | E: 92.0 | F: 10.2 | G: 95.0 | H: 7.9 | I: 8.7 | J: 96.0 | K: 94.0

CCOc1ccc2nc(NC(=O)CN3CCN(C)CC3)sc2c1
  A: 98.0 | B: 18 | C: 100.0 | D: 26 | E: 100.0 | F: 1.1 | G: 100.0 | H: 0.5 | I: 0.4 | J: 98.0 | K: 97.0

CC(=O)N1CC2([N+](=O)[O-])CN(C(C)=O)CC([N+](=O)[O-])(C1)C2(C)C
  A: 92.0 | B: 20 | C: 94.0 | D: 11 | E: 93.0 | F: -11.6 | G: 97.0 | H: 1.9 | I: 6.4 | J: 92.0 | K: 93.0

Cc1ccc(-n2c(O)c(C=NCc3ccccn3)c3ccccc3c2=O)cc1C
  A: 101.0 | B: 12 | C: 99.0 | D: 16 | E: 103.0 | F: -21.5 | G: 101.0 | H: 12.4 | I: 5.3 | J: 100.0 | K: 104.0

Keys – A = Rac1 mut GTP; B = Avidin bead fluor; C = Rab2A wt mod; D = GSH bead fluor; E = Cdc42 wt GTP; F = Mcl1-Bid inh; G = Rab7 wt GTP bind; H = Pf gametocyte; I = Mcl1 Noxa PPI; J = HRas wt GTP bind; K = Rac1 wt modul
COc1cccc(CN2CCN(S(=O)(=O)c3ccc(NC(C)=O)cc3)CC2)c1OC
  A: 95.0 | B: 25 | C: 96.0 | D: 62 | E: 98.0 | F: 21.6 | G: 95.0 | H: 10.8 | I: 43.9 | J: 95.0 | K: 99.0

COCCOC(=O)C1=C(C)N(c2ccccc2)C(=O)NC1c1cccc([N+](=O)[O-])c1 (centres undefined)
  A: 101.0 | B: 8 | C: 98.0 | D: 11 | E: 98.0 | F: -35.1 | G: 96.0 | H: -12.7 | I: -0.5 | J: 98.0 | K: 103.0

Cc1ccc(S(=O)(=O)NCCC(=O)NCc2ccccc2)cc1
  A: 98.0 | B: 8 | C: 101.0 | D: 13 | E: 100.0 | F: -27.1 | G: 104.0 | H: / | I: 7.4 | J: 99.0 | K: 104.0

O=C(NCCc1ccccc1)c1ccc(NC2=NC3CS(=O)(=O)CC3S2)cc1 (centres undefined)
  A: 100.0 | B: 7 | C: 100.0 | D: 25 | E: 98.0 | F: -31.5 | G: 101.0 | H: / | I: 5.4 | J: 97.0 | K: 98.0

Cc1nnc(SCCOC(N)=O)n1C
  A: 99.0 | B: 4 | C: 99.0 | D: 40 | E: 103.0 | F: -25.6 | G: 101.0 | H: / | I: -2.1 | J: 104.0 | K: 110.0

Cc1nc2c(C#N)c(-c3ccc(Cl)cc3)ccn2n1
  A: 92.0 | B: 8 | C: 94.0 | D: 10 | E: 95.0 | F: 3.6 | G: 91.0 | H: -27.8 | I: 0.7 | J: 96.0 | K: 95.0

CC(=C\c1ccccc1)/C=C1/SC(=O)N(CCCC(=O)Nc2ccc(C(=O)O)cc2)C1=O
  A: 92.0 | B: 19 | C: 94.0 | D: 13 | E: 94.0 | F: -10.2 | G: 102.0 | H: 6.3 | I: 9.3 | J: 95.0 | K: 94.0

NC(=O)CSc1nnc(NC(=O)c2cccc(S(=O)(=O)N3CCCCC3)c2)s1
  A: 98.0 | B: 12 | C: 92.0 | D: 11 | E: 92.0 | F: 10.1 | G: 94.0 | H: / | I: -2.8 | J: 95.0 | K: 95.0

O=[N+]([O-])c1cc(O)c2ncccc2c1
  A: 92.0 | B: 18 | C: 92.0 | D: 9 | E: 96.0 | F: -67.8 | G: 94.0 | H: -19.9 | I: -36.5 | J: 96.0 | K: 96.0

Screening data from PubChem BioAssay.
